GAA inh = blocks human lysosomal alpha-glucosidase. purified human GAA, 4-MU-alpha-glucoside fluorescence. 200,000 tested, 0.005% active. P10253. Potency, µM (titrated, usually from 76.9 µM), without a hit: at the highest dose activity change, negative = inhibition, hits mostly inhibitors;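 note: plate controls were uninhibited enzyme wells for no effect and no-enzyme background for full effect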
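Activity normalized between no-enzyme (basal) and enzyme-only wells. Conditions: 4 nM human enzyme, 400 uM fluorogenic substrate, citrate/phosphate pH 5.0 with Tween-20, 20 min room temperature, compounds up to 77 uM.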
aGlu spleen mod = inhibits or activates alpha-glucosidase in human spleen homogenate; human spleen homogenate, 4-MU-alpha-glucoside fluorescence; P10253; 240,000 tested, 0.006% active; Potency, µM (top dose mostly 79.9 µM), for the others: at the top dose activity change, negative = inhibition, hits mostly inhibitors;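 note: 0% = enzyme with vehicle and -100% = no enzyme basal signal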
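Enzyme source: human spleen homogenate, 1 ug/well. Buffer 50 mM citric acid/K phosphate pH 5.0, 0.01% Tween-20. 4-MU-alpha-glucoside 1 mM; 37 C x 40 min; NaOH/glycine stop; fluorescence.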
SMN2 splice up = increases expression of the SMN2 splice variant | AID 1458 | 210,000 tested, 2.8% active | HEK293 SMN2-luciferase splicing reporter, luminescence, 30-36 h | Potency, µM (titrated, usually from 46.1 µM), without a hit: top-dose activity change, positive = activation, hits mostly activators; note: % of control where 0% means no effect; nearly all actives have a fitted effect of over 55% in size
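HEK293 cells carry an SMN2 minigene-luciferase reporter in which exon 7 inclusion puts luciferase in frame. Cells were seeded at 2000 cells/well, attached for 10-12 hours, then exposed to compounds for 30-36 hours at 37C before ONE-Glo luminescence.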
aGal spleen mod = inhibitors or activators of human alpha-galactosidase in spleen homogenate; P06280; human spleen homogenate, 4MU-alpha-Gal fluorescence, 40 min; Potency, µM (titrated, usually from 80 µM), for inactives: at the top dose activity change, negative = inhibition, actives largely listed as inhibitors; 240,000 tested, 0.008% active;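 note: 0% = enzyme with vehicle and -100% = no enzyme basal signal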
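Human spleen homogenate (1 ug) was the enzyme source, with 4-methylumbelliferyl-alpha-D-galactopyranoside (1 mM final) in pH 5.0 citrate buffer with 0.01% Tween-20. Compounds were titrated; after 40 min at 37C, NaOH/glycine stop, 4-MU fluorescence read; AC50 from Hill fits.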
KDM4E inh = blocks human JMJD2E demethylase activity; B2RXH2; JMJD2E catalytic domain, FDH-coupled NADH fluorescence (FDH is formaldehyde dehydrogenase); Potency, µM (titrated, usually from 57.1 µM), for inactives: at the highest dose activity change, negative = inhibition, actives largely listed as inhibitors; 230,000 tested, 1.6% active; active = well fitted inhibition curve with a large enough effect, not every such curve was filed as active; inconclusive = small, poorly fitted or top-dose-only effect, or another doubt; inactive = no such curve, though single readings can be large or run the other way;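 note: 0% = wells with enzyme and -100% = buffer wells without enzyme; nearly all actives have a fitted effect of over 50% in size; many of its hits are not listed in these tables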
Target sequence (B2RXH2 1-337 limits assumed): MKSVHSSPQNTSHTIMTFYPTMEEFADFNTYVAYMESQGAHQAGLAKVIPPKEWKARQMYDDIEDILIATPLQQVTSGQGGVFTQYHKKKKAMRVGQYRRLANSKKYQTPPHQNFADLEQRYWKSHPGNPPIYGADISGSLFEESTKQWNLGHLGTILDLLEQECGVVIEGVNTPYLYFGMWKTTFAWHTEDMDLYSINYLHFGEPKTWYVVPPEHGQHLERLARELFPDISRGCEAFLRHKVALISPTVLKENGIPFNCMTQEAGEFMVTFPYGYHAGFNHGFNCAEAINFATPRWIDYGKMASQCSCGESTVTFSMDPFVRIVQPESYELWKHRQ
GAA glycogen = alters human alpha-glucosidase cleavage of glycogen | Potency, µM (doses to about 76.4 µM), for the others: top-dose activity change, negative = inhibition, most hits filed as inhibitors | AID 2100 | 300,000 tested, 0.38% active | P10253 | recombinant GAA, glycogen substrate, Amplex Red glucose oxidase fluorescence;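 note: 0% = full enzyme reaction and -100% = no-enzyme basal signal; the screen sought inhibitors and activators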
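Recombinant enzyme (4 nM final) with compounds titrated up to 77 uM and bovine liver glycogen (30 ug) in citrate pH 5.0, 0.01% Tween-20, 37 C 40 min. Released glucose detected by Amplex Red/glucose oxidase (Ex 573/Em 610); AC50 from Hill fits.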
RGS12 GoLoco inh = blocks human Gai1 binding to RGS12 GoLoco peptide, red readout. 230,000 tested, 0.44% active. Potency, µM (series often up to 61.6 µM), for inactives: at the top dose activity, negative = inhibition, actives largely listed as inhibitors. P63096. AID 880. Gai1:RGS12 GoLoco peptide FP, rhodamine, 10 min; active = well fitted inhibition curve with a large enough effect, not every such curve was filed as active; inactive = no such curve, though single readings can be large or run the other way; note: % is set by controls: 0 for no effect and ±100 for the full control effect; nearly all actives have a fitted effect of over 30% in size; many of its hits are not listed in these tables
Target sequence (P63096 whole entry, looked up): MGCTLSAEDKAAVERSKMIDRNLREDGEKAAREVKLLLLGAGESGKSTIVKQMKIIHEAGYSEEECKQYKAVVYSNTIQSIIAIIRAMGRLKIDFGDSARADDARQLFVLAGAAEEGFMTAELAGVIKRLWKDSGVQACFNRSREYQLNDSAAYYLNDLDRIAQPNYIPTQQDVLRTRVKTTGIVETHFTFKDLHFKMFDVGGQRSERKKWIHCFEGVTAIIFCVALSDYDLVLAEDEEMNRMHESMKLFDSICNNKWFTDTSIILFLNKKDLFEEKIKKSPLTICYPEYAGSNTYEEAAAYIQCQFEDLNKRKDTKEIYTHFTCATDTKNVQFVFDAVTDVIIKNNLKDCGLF
ALDH1A1 inh = inhibitors of human aldehyde dehydrogenase 1A1; P00352; Purified ALDH1A1, NADH fluorescence, propionaldehyde substrate; Potency, µM (titrated, usually from 75.3 µM), inactives show at the highest dose activity, negative = inhibition, actives largely listed as inhibitors; 220,000 tested, 7.3% active; AID 1030; active = well fitted inhibition curve with a large enough effect, not every such curve was filed as active; inconclusive = small, poorly fitted or top-dose-only effect, or another doubt; inactive = no such curve, though single readings can be large or run the other way;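 note: plate controls were no enzyme wells and a reference inhibitor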
Numbers without * were called inactive; [ ] = remark or other dose. Unless noted, calls come from the whole dose curve; as a rule, active = well fitted curve in the direction sought with a large enough effect; inconclusive = small, poorly fitted or top-dose-only effect, or another doubt; inactive = no such curve, though single readings can be large; an effect the other way counts as inactive or inconclusive. Potency is the fitted concentration of half-maximal effect. Only part of the results is shown, so the mix of outcomes need not match the whole.

Results for O=C(CN(Cc1ccccc1)S(=O)(=O)c1ccc(F)cc1)NCCC1=CCCCC1 ?
GAA inh: inconclusive; aGlu spleen mod: -10%; SMN2 splice up: 2%; aGal spleen mod: -6%; KDM4E inh: 8%; GAA glycogen: -18%; RGS12 GoLoco inh: -6%; ALDH1A1 inh: -15%

What do the screens show for `Cc1ccc(S(=O)(=O)N2CCC(C(=O)N/N=C/c3cccnc3)CC2)cc1`?
GAA inh: -8%; aGlu spleen mod: -25%; SMN2 splice up: inconclusive; aGal spleen mod: 3%; KDM4E inh: 4%; GAA glycogen: -6%; RGS12 GoLoco inh: -13%; ALDH1A1 inh: 3%

Results for COc1cccc(C(=O)C2CCCN(C(=O)CCC3=NNC(=O)CC3)C2)c1 (stereo unspecified) ?
GAA inh: -5%; aGlu spleen mod: -7%; aGal spleen mod: 4%; KDM4E inh: inconclusive; GAA glycogen: -9%; RGS12 GoLoco inh: 3%; ALDH1A1 inh: -7%

How did O=c1cc(N=Nc2ccc(Cl)cc2)[nH]c(=O)[nH]1 do in these assays?
aGlu spleen mod: 12%; aGal spleen mod: -9%; KDM4E inh: inconclusive; GAA glycogen: -3%; RGS12 GoLoco inh: -9%

How did O=C1CC(Sc2ncccn2)C(=O)N1c1ccccc1 (stereo unspecified) do in these assays?
GAA inh: -5%; aGlu spleen mod: 3%; SMN2 splice up: -10%; aGal spleen mod: 5%; KDM4E inh: 6%; GAA glycogen: 12%; RGS12 GoLoco inh: 13%; ALDH1A1 inh: 22µM*

Results for CC(C)CCNC(=O)CCCCn1c(=O)[nH]c2ccsc2c1=O ?
GAA inh: -6%; aGlu spleen mod: 1%; SMN2 splice up: 7%; aGal spleen mod: 6%; KDM4E inh: -8%; GAA glycogen: 1%; RGS12 GoLoco inh: 1%; ALDH1A1 inh: -2%

What do the screens show for `COc1cc(C(=O)NCCN2CCCC2)cc(OC)c1OC`?
GAA inh: 0%; aGlu spleen mod: 0%; SMN2 splice up: inconclusive; aGal spleen mod: 8%; KDM4E inh: 0%; GAA glycogen: 4%; RGS12 GoLoco inh: 3%; ALDH1A1 inh: -3%

What do the screens show for `CC1(CC(=O)N/N=C/c2cc3c(cc2Br)OCO3)OCCO1`?
GAA inh: 1%; aGlu spleen mod: -16%; SMN2 splice up: -20%; aGal spleen mod: -19%; KDM4E inh: inconclusive; GAA glycogen: 2%; RGS12 GoLoco inh: -7%; ALDH1A1 inh: -5%

How did COc1ccc(COc2ccccc2C(=O)Nc2ccccn2)cc1[N+](=O)[O-] do in these assays?
GAA inh: -4%; aGlu spleen mod: -5%; SMN2 splice up: -1%; aGal spleen mod: -12%; KDM4E inh: -2%; GAA glycogen: 5%; RGS12 GoLoco inh: 23%; ALDH1A1 inh: inconclusive

How did CCCCOC(=O)C1[C@H]2C(=O)N(c3ccccc3CC)C[C@]23C=C[C@H]1O3 (stereo partly specified) do in these assays?
GAA inh: -9%; aGlu spleen mod: 2%; SMN2 splice up: -1%; aGal spleen mod: -10%; KDM4E inh: -17%; GAA glycogen: -8%; RGS12 GoLoco inh: -2%; ALDH1A1 inh: inconclusive

What do the screens show for `CCCCCCn1cnc2c(oc3nc4c(cc32)CCCC4)c1=O`?
GAA inh: -2%; aGlu spleen mod: -1%; SMN2 splice up: 11µM*; aGal spleen mod: -6%; KDM4E inh: -5%; GAA glycogen: 19%; RGS12 GoLoco inh: 5%; ALDH1A1 inh: 3.5µM*

What do the screens show for `O=C(NC(NCCCN1CCOCC1)(C(F)(F)F)C(F)(F)F)C1CCCCC1`?
GAA inh: -9%; aGlu spleen mod: 4%; SMN2 splice up: -16%; aGal spleen mod: 5%; KDM4E inh: 7%; GAA glycogen: 10%; RGS12 GoLoco inh: 7%; ALDH1A1 inh: 11%

Results for Nc1ccc(-c2nc3ccc(N)cc3o2)cc1 ?
GAA inh: inconclusive; aGlu spleen mod: inconclusive; SMN2 splice up: inconclusive; aGal spleen mod: inconclusive; KDM4E inh: inconclusive; GAA glycogen: 0%; RGS12 GoLoco inh: 2%; ALDH1A1 inh: inconclusive

What do the screens show for `COc1ccccc1Nc1nc(N)nc(CSC(=S)N2CCCCC2C)n1` (stereo unspecified)?
GAA inh: -3%; aGlu spleen mod: -6%; SMN2 splice up: 3%; aGal spleen mod: 0%; KDM4E inh: -3%; GAA glycogen: 0%; RGS12 GoLoco inh: 2%; ALDH1A1 inh: inconclusive

What do the screens show for `Cn1c(C(=O)NCCN2CCc3ccccc3C2)cc2c(=O)[nH]c3ccccc3c21`?
GAA inh: -2%; aGlu spleen mod: -2%; SMN2 splice up: -21%; aGal spleen mod: -5%; KDM4E inh: inconclusive; GAA glycogen: 2%; RGS12 GoLoco inh: 12%; ALDH1A1 inh: inconclusive

What do the screens show for `CCn1c(=O)cc(C(=O)OC)sc1=Nc1ccc(F)c(F)c1`?
GAA inh: -4%; aGlu spleen mod: 4%; SMN2 splice up: -50%[inhibitor]; aGal spleen mod: 6%; KDM4E inh: -11%; GAA glycogen: 7%; RGS12 GoLoco inh: 6%; ALDH1A1 inh: -15%

How did Cc1nc(SCc2ccccc2F)c2oc3ccccc3c2n1 do in these assays?
aGlu spleen mod: 0%; aGal spleen mod: 7%; KDM4E inh: 4%; GAA glycogen: 3%; RGS12 GoLoco inh: 4%

Results for CN(Cc1c(F)cccc1Cl)c1nnnn1-c1ccccc1 ?
GAA inh: -5%; aGlu spleen mod: 5%; SMN2 splice up: -22%; aGal spleen mod: 6%; KDM4E inh: 10%; GAA glycogen: 2%; RGS12 GoLoco inh: -1%; ALDH1A1 inh: inconclusive

What do the screens show for `Cc1[nH]nc(SCC(=O)N2CCCCCC2)c1[N+](=O)[O-]`?
GAA inh: -6%; aGlu spleen mod: 1%; SMN2 splice up: 3%; aGal spleen mod: 1%; KDM4E inh: 1%; GAA glycogen: -15%; RGS12 GoLoco inh: 5%; ALDH1A1 inh: inconclusive

Results for CCCS(=O)(=O)c1nc(S(=O)(=O)c2ccc(C)cc2)c(NCc2ccccn2)s1 ?
GAA inh: -5%; aGlu spleen mod: 1%; aGal spleen mod: 3%; KDM4E inh: -7%; GAA glycogen: -1%; RGS12 GoLoco inh: 5%; ALDH1A1 inh: 14µM*

The list goes on, overlapping the part above by three compounds.
Results for CN(Cc1c(F)cccc1Cl)c1nnnn1-c1ccccc1 ?
GAA inh: -5%; aGlu spleen mod: 5%; SMN2 splice up: -22%; aGal spleen mod: 6%; KDM4E inh: 10%; GAA glycogen: 2%; RGS12 GoLoco inh: -1%; ALDH1A1 inh: inconclusive

What do the screens show for `Cc1[nH]nc(SCC(=O)N2CCCCCC2)c1[N+](=O)[O-]`?
GAA inh: -6%; aGlu spleen mod: 1%; SMN2 splice up: 3%; aGal spleen mod: 1%; KDM4E inh: 1%; GAA glycogen: -15%; RGS12 GoLoco inh: 5%; ALDH1A1 inh: inconclusive

Results for CCCS(=O)(=O)c1nc(S(=O)(=O)c2ccc(C)cc2)c(NCc2ccccn2)s1 ?
GAA inh: -5%; aGlu spleen mod: 1%; aGal spleen mod: 3%; KDM4E inh: -7%; GAA glycogen: -1%; RGS12 GoLoco inh: 5%; ALDH1A1 inh: 14µM*

Results for COc1ccc(CCn2c(C)nc3c(c(=O)c4ccccc4n3C)c2=O)cc1 ?
GAA inh: 10%; aGlu spleen mod: 2%; SMN2 splice up: -14%; aGal spleen mod: 3%; KDM4E inh: -6%; GAA glycogen: 3%; RGS12 GoLoco inh: 20%; ALDH1A1 inh: inconclusive

How did Cn1c(C(=O)NCCN2CCOCC2)cc2c(=O)n(C)c3ccccc3c21 do in these assays?
GAA inh: -6%; aGlu spleen mod: 1%; SMN2 splice up: 6%; aGal spleen mod: -12%; KDM4E inh: inconclusive; GAA glycogen: 1%; RGS12 GoLoco inh: 3%; ALDH1A1 inh: inconclusive

How did CCc1nc(N)c(C#N)c(-c2ccco2)c1C do in these assays?
GAA inh: 4%; aGlu spleen mod: 5%; SMN2 splice up: 3%; aGal spleen mod: 0%; KDM4E inh: inconclusive; GAA glycogen: -1%; RGS12 GoLoco inh: -2%; ALDH1A1 inh: inconclusive

How did Cc1cccc(N2CCN(S(=O)(=O)c3ccc4c(c3)CCC(=O)N4)CC2C)c1 (stereo unspecified) do in these assays?
GAA inh: 4%; aGlu spleen mod: 2%; SMN2 splice up: -19%; aGal spleen mod: 23%; KDM4E inh: -1%; GAA glycogen: 0%; RGS12 GoLoco inh: 2%; ALDH1A1 inh: 11%

Results for COCCCNc1nc2nonc2nc1N1CCN2CCCC2C1 (stereo unspecified) ?
aGlu spleen mod: -8%; aGal spleen mod: 0%; KDM4E inh: -8%; GAA glycogen: 0%; RGS12 GoLoco inh: -3%

Results for CC1(C)CN2C(=S)N(c3ccccc3)C(c3ccccc3)N2C1 (stereo unspecified) ?
GAA inh: 1%; aGlu spleen mod: -6%; SMN2 splice up: -18%; aGal spleen mod: -19%; KDM4E inh: -2%; GAA glycogen: inconclusive; RGS12 GoLoco inh: 6%; ALDH1A1 inh: inconclusive

Results for CCOC(=O)c1ccc(-n2c(C)nc3ccc(Br)cc3c2=O)cc1 ?
aGlu spleen mod: -9%; aGal spleen mod: -5%; KDM4E inh: 0%; GAA glycogen: -3%; RGS12 GoLoco inh: -4%

Results for COc1ccc2cc(C(=O)Nc3ccc(F)cc3)sc(=O)c2c1OC ?
GAA inh: 4%; aGlu spleen mod: 1%; SMN2 splice up: -4%; aGal spleen mod: 3%; KDM4E inh: 0%; GAA glycogen: 3%; RGS12 GoLoco inh: -6%; ALDH1A1 inh: 7%

Results for Cc1cc(NC(=O)CSc2nc3ccsc3c(=O)n2CCCCC(=O)O)no1 ?
GAA inh: -4%; aGlu spleen mod: -14%; SMN2 splice up: -4%; aGal spleen mod: -6%; KDM4E inh: 5%; GAA glycogen: 1%; RGS12 GoLoco inh: -3%; ALDH1A1 inh: 4%
